# LDHA block = LDHA (human) enzyme inhibition; 0.15% of 480,000 active; activity change, % (values are at about 110 or 230 µM); purified LDHA, NADH/diaphorase-resazurin fluorescence; active compounds read low; P00338; in the data active means activity change below about -30%; inconclusive means mostly about -25% to -30%;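 further: plate controls were DMSO wells for no effect and wells without enzyme for full effect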
#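 Remaining NADH was detected by diaphorase (0.133 mg/mL) converting 37 µM resazurin to fluorescent resorufin, read at 0 and 20 minutes. The preceding 5-minute room-temperature reaction used 2 nM LDHA, 0.2 mM sodium pyruvate and 0.06 mM NADH at pH 7.4.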
# Starred values were filed as active, the others as inactive; ? = inconclusive; & = joins results of further samples.
canonical_smiles,LDHA block
O=C(NCC12CC3CC(CC(C3)C1)C2)C1CCCCC1,-3
Cc1cccc(/C=N/Nc2cc(C(F)(F)F)ccc2Cl)c1,1
Nc1nccnc1C(=O)NCCC(c1ccccc1)c1ccccc1,7
COCc1cccc(CNC(=O)NC(C)COCC(F)(F)F)c1 (centres undefined),0
Cc1cnc(NC(=O)c2csc(NC3CC3)n2)s1,13
Cc1ccc2cc(C(=O)NCc3ccc(N4CCCC4)nc3)c(C)nc2c1,2
COC(=O)[C@@]1(Cc2ccc(F)cc2)[C@H]2c3cc(C(=O)N4CCCC4)n(Cc4ccc(C)c(F)c4F)c3C[C@H]2CN1C(=O)c1ccccc1,4
O=C(Cc1cccs1)N1CCSCC1,-3
Clc1ccccc1N/N=C/c1cccc(/C=N/Nc2ccccc2Cl)c1,-1
CC(=O)c1c(C)oc2c(Cl)cc(NS(=O)(=O)c3ccc(C(C)(C)C)cc3)cc12,5
Cn1c(=O)[nH]c(=O)c2c1nc(N1CCOCC1)n2CC(O)COc1ccc(Cl)cc1 (centres undefined),2
O=C(NC1CCCCCC1)c1ccc(Cn2cnc3ccccc3c2=O)cc1,0
O=C(O)c1cc(Br)c(Cl)[nH]1,1
O=C(/C=C/c1ccc(-c2ccc(F)cc2)s1)N1CCS(=O)CC1,-4
Cc1cc(C(=O)NCC(=O)NC2CC2)c2ccccc2n1,-1
CCn1nc(C)cc1-c1nn2c(-c3ccc(F)cc3)nnc2s1,0
CCOC(=O)C1CCN(C(=O)c2cc3cc(OCC)ccc3n2C)CC1,-8
COc1ccc(C2CC(c3ccsc3)=NN2C(=O)CCC(=O)O)cc1OC (centres undefined),5
COc1ccccc1CNC(=O)c1sc(NC2CCCC2)nc1C,-7
Cc1cc(O)c(C(=O)/C=C/c2ccccc2)cc1Cl,-7
O=C(/C=C/c1ccco1)N1CCCC(C(F)(F)F)C1 (centres undefined),2
COc1ccc(C(=O)Nc2ccc3oc(C)nc3c2)c(OC)c1OC,13
COCCn1cnnc1SCCOc1ccc(F)cc1,2
Cc1ccc(N/N=C/C(Br)=C/c2ccccc2)cc1Cl,2
COc1ccc2nc(C)c(C(=O)NC3CCCCCC3)cc2c1,-21

canonical_smiles,LDHA block
CCCC(=O)Nc1cccc(NC(=O)c2ccc(C)c(C)c2)c1,-19
Cc1ncc(-c2ccc(S(=O)(=O)N3CCN(c4cc(Cl)ccc4C)CC3)cc2)o1,-8
COc1cc(CNCc2c(C(=O)O)c(C)n(Cc3c(C)cc(C)cc3C)c2C)cc(OC)c1OC,-1
CCOc1ccc(-c2nc(CN3CCN(C(=O)NCCc4ccccc4)CC3)c(C)o2)cc1,9
CCCCCc1ccc(-c2ccc(-c3ccc(O)cc3)nc2)cc1,8
COc1ccc(OC)c(NC(=O)CSc2nnc(CN3CCCCC3)n2-c2ccc(F)cc2)c1,-7
C[C@H]1COc2cccc(N3CCN(Cc4ccccc4F)CC3)c2S(=O)(=O)N1,1
CC(NC(=O)c1cccc(CS(C)=O)c1)c1ccccc1 (centres undefined),2
O=C(NC1CCC(c2ccccc2)CC1)c1ccc(Cl)nc1 (centres undefined),12
NC(=O)c1ccc(CN(C(=O)Cc2cccs2)C2CC2)cc1,14
O=C(CSc1ncc(-c2ccc(F)cc2)o1)NCc1ccccc1,-10
COc1ccccc1Cn1c(C(C)NC(=O)c2ccco2)nc2ccccc21 (centres undefined),5
Cc1ccc(Cc2c(C)[nH]c3nc4ccccc4n3c2=O)cc1,-3
CCn1c(NCCc2ccccc2)nc2c1c(=O)[nH]c(=O)n2C,-1
O=C1/C(=C/c2cccc(O)c2)C(c2ccccc2)Oc2ccccc21 (centres undefined),0
O=C(CC(=O)c1ccc(Cl)cc1)c1ccc(Cl)cc1,-5
COc1cc(C2CC(=O)Nc3nc(C)[nH]c(=O)c32)ccc1OCc1ccccc1Cl (centres undefined),0
Cc1cc2nc(CSc3nc4ccc(NC(=O)C(C)(C)C)cc4s3)cc(=O)n2o1,-23
COc1cccc(-c2nc(-c3ccc(Br)cc3)no2)c1OC,-17
Nc1nc2c(s1)C(c1ccc(F)c(F)c1)CC(=O)N2 (centres undefined),78
COc1cc(C2CC(=O)N3CN(c4cccc(Cl)c4)CSC3=C2C#N)ccc1O (centres undefined),10
COc1ccc(-c2coc3cc(OCC(=O)N4CCC(C(N)=O)CC4)ccc3c2=O)cc1,6
O=C(CSc1nnnn1C1CCCCC1)NC(c1ccccc1)c1cccs1 (centres undefined),10
CC(CNC(=O)c1ccco1)c1ccccc1 (centres undefined),0
N#Cc1ccccc1COC(=O)c1c(F)cccc1Cl,3

canonical_smiles,LDHA block
CNC(=O)c1cccc(NC(=O)CC(C)(C(=O)O)c2ccccc2)c1 (centres undefined),-1
COc1ccc(CNC(=O)COCC(=O)N2CCN(c3ccccc3)CC2)cc1,-9
O=C(Nc1cccc(F)c1)c1cccn2c(-c3ccc(F)cc3)nnc12,0
Cc1ccc2c(=O)cc(C(=O)Nc3ccc(S(=O)(=O)N(C)c4ccccc4)cc3)oc2c1,-5
Cc1cccc(S(=O)(=O)N2CCC(n3c(CC(C)C)nc4cccnc43)CC2)c1,7
CC12CCC(C(=O)Nc3ccccc3)(CC1=O)C2(C)C (centres undefined),6
CC(C)Cn1nc(C(=O)Nc2ccc(I)cc2)c2ccccc2c1=O,10
CNC(=O)C1CCCCN1C(=O)Cc1nc(-c2cccs2)oc1C (centres undefined),0
CC(OC(=O)c1cc[n+]([O-])cc1)C(=O)c1ccc(C(C)(C)C)cc1 (centres undefined),11
CC(C)c1ccc(NC(=O)C(Sc2ccccc2)c2ccccc2)cc1 (centres undefined),-3
O=C(CSc1nc2cc([N+](=O)[O-])ccc2o1)NC1CC1,-5
Brc1cccc(Oc2nc(-c3ccncc3)nc3ccccc23)c1,6
CCCCCCc1cc(C=O)c(O)cc1O,2
CN(C)c1ccc(/C=N/NC(=O)C(c2ccccc2)c2ccccc2)cc1,11
CC(OC(=O)c1ccc(C#N)cc1)C(=O)NC(C)C1CC2CCC1C2 (centres undefined),13
CCOC(=O)c1[nH]c2ccccc2c1NC(=O)CCN1CCCC(C)C1 (centres undefined),4
CCC(=O)N1CCC(C(=O)Nc2ccc(S(=O)(=O)N3CCCC3)cc2)CC1,-1
Nc1c(C(=O)NC2CCCCC2)nnn1-c1ccccc1,4
COc1ccccc1C(=O)Oc1ccc(NC(=O)Cc2nn(C)c(=O)c3ccccc23)cc1,6
COC(=O)C(NC=O)C(O)(C#Cc1ccccc1)C(F)(F)F (centres undefined),-3
Cc1ccc(-n2nnnc2CNC(=O)Nc2ccc3c(c2)OCO3)cc1,1
O=C(NCc1ccccn1)[C@@H]1CCCN1C(=O)[C@@H]1CCCN1,3
O=C(CCCc1ccccc1)NCc1ccco1,-3
O=C(O)CCNC(=O)c1cc(C2CC2)nc2ccccc12,-23
O=C(NCc1coc(-c2cccs2)n1)c1cccc(I)c1,3

canonical_smiles,LDHA block
O=c1[nH]c(=O)n(CCc2ccccc2)c2nccc(-c3ccccc3)c12,-1
Cc1ccc(CNC(=O)c2cc(-c3ccncc3)nc3ccccc23)cc1,3
COc1ccc(C(=O)/C(=C/c2ccc(C)o2)c2nc3ccccc3o2)cc1OC,9
CCc1c(-c2ccc(OC)cc2)ncn1Cc1cccc(-c2ccccc2)c1,3
O=C(NCCCCNC(=O)C1CC1)C1CC1,-7
Cc1ccc(N2CC(C(=O)N3CCN(c4cccc(C(F)(F)F)c4)CC3)CC2=O)cc1 (centres undefined),2
Cc1cc(SCC(=O)NN2C(=O)NC3(CCCCC3)C2=O)nc2c(C)cccc12,9
Cc1cccc(/C=C/c2nc3ccccc3c(=O)n2-c2ccc(C(=O)O)cc2)c1,-21
NC(=O)CCc1nnc(SCC(=O)c2c[nH]c3ccccc23)n1C1CC1,5
Cc1cc(C)cc(Nc2cc(C(=O)NCCCOC(C)C)c3ccccc3n2)c1,4
CNC(=O)c1ccc(NC(=O)CSCc2csc(-c3ccc(F)cc3)n2)cc1,-8
Cc1ccccc1NC(=O)c1cnc2ccccc2n1,-2
CCN(CC(=O)NC)C(=O)c1n[nH]c(=O)c2ccccc12,12
O=S1(=O)CC(N2CCN(Cc3ccccc3F)CC2)CN1Cc1cn(Cc2cccc(C(F)(F)F)c2)nn1 (centres undefined),-3
CC(C)(CO)NCc1cccc2ccccc12,9
CN(C)C(=O)c1ccc(CNC(=O)c2nccnc2N)cc1,?
O=C(NCCc1cnc(-c2ccccc2)[nH]1)c1ccc(-c2ccccc2)cc1,11
CC(=O)Nc1ccc(NC(=O)C(C)n2nnc(-c3ccc(C(C)C)cc3)n2)cc1 (centres undefined),-3
C/C(=N\O)C1CCCCCCCCCCC1,20&5
Cc1ccccc1CN1C(=O)CN(S(C)(=O)=O)CC1(C)C(=O)NC(C)C (centres undefined),-10
CCNC(=O)NC(=O)C(C)Sc1nc(NCC)c2ccccc2n1 (centres undefined),-4
COc1ccc(-c2coc3cc(OCC(=O)NCc4ccc(F)cc4)ccc3c2=O)cc1OC,2
O=c1[nH]c(CSc2nnc(-c3ccco3)n2C2CCCCC2)nc2ccccc12,14
O=C(NCCN1CCCCC1)c1nc(-c2cccc3[nH]ccc23)no1,2
CC(C)c1ccc(-c2nnn(Cc3cc(=O)n4ccsc4n3)n2)cc1,4

canonical_smiles,LDHA block
O=C(COc1ccccc1)N1CCC(c2nc3ccccc3o2)CC1,2
N#Cc1nc(-c2ccccc2F)oc1NCc1ccco1,-11
O=C1NC(CCc2ccccc2)C(=O)N1Cc1coc(-c2cccc(F)c2)n1 (centres undefined),-1
COC(=O)CCCNC(=O)CN(C)Cc1ccsc1,4
Cn1nnnc1Sc1ncnc2scc(-c3cccc(Cl)c3)c12,-11
CCCc1nc(NCC2CCCO2)c(C#N)c2c1CCCC2 (centres undefined),9
CC(=O)NCCCCCC(=O)NC(C)C(C)(C)c1ccccc1 (centres undefined),2
COCCS(=O)(=O)c1ccc(C(=O)OCc2cccc(OC)c2)cc1,4
Cc1ccc(C(=O)Oc2cccc3cccnc23)cc1,13
Cc1ccc(S(=O)(=O)Nc2ccc(N(C)C)c(C(=O)O)c2)cc1,8
CC(OC(=O)c1ccc(C(N)=O)cc1)C(=O)NC(C)c1ccccc1 (centres undefined),3
COc1ccc(OC)c(/C=C/C(=O)Oc2ccccc2Cl)c1,-1
O=C(CSc1nnc(-c2ccncc2)n1-c1ccc(Cl)cc1)c1c[nH]c(C(=O)N2CCCC2)c1,0
Cc1nc(NC(=O)C2CC(=O)N(Cc3ccccn3)C2)sc1C (centres undefined),6
CC(=O)N1N=C(c2c(-c3ccccc3)c3cc(Cl)ccc3n(C)c2=O)CC1c1cccs1 (centres undefined),0
CC(C)(C)c1ccc(C(=O)NCCCNC(=O)c2ccc(C(C)(C)C)cc2)cc1,5
COc1ccc(C(=O)Nc2cccc3ncccc23)cc1,-21
CC(CN1CCOCC1)OC(=O)c1cccc(F)c1 (centres undefined),-4
CCOc1ccc(CN=C2NS(=O)(=O)C(c3ccc(C)c(C)c3)=C2C)cc1,4
Cc1ccc(C(CNC(=O)c2cc(-c3ccccc3)on2)N2CCC(C)CC2)o1 (centres undefined),1
CCCCCn1nc(C(=O)Nc2cc(OC)c(OC)c(OC)c2)c2ccccc2c1=O,4
O=C(Cn1ccc2cc(Cl)ccc21)N1CCCCCC1,6
O=C(COc1ccc2ccc(=O)oc2c1)NC1CC1,-1
COc1ccc(OC)c(NC(=O)CSc2nc3c(c(=O)n2C)SCC3)c1,-8
CCc1ccc2c(c1)c1nc(C)sc1n2S(=O)(=O)c1ccc(C)cc1,2

# In a second layout: 4 of the compounds above.
molecule: Cc1ccc(C(=O)Oc2cccc3cccnc23)cc1
  LDHA block: 13

molecule: Cc1ccc(S(=O)(=O)Nc2ccc(N(C)C)c(C(=O)O)c2)cc1
  LDHA block: 8

molecule: CC(OC(=O)c1ccc(C(N)=O)cc1)C(=O)NC(C)c1ccccc1 (centres undefined)
  LDHA block: 3

molecule: COc1ccc(OC)c(/C=C/C(=O)Oc2ccccc2Cl)c1
  LDHA block: -1

# Of the compounds above, these contain a tert-butyl group.
canonical_smiles,LDHA block
CC(=O)c1c(C)oc2c(Cl)cc(NS(=O)(=O)c3ccc(C(C)(C)C)cc3)cc12,5
Cc1cc2nc(CSc3nc4ccc(NC(=O)C(C)(C)C)cc4s3)cc(=O)n2o1,-23
CC(OC(=O)c1cc[n+]([O-])cc1)C(=O)c1ccc(C(C)(C)C)cc1 (centres undefined),11
CC(C)(C)c1ccc(C(=O)NCCCNC(=O)c2ccc(C(C)(C)C)cc2)cc1,5

# (next part)
canonical_smiles,LDHA block
CCNc1nc(SCC(=O)N2CCC2)nc2ccccc12,6
O=C(Nc1ccc(SC2CCCC2)cc1)C1CCC1,-10
O=C(c1ccccc1)C1CCN(C(=O)/C=C/c2cccc(F)c2)CC1,6
COc1ccc(-c2cnn3c(C)cc(C)nc23)cc1S(=O)(=O)NCc1ccc(F)cc1,12
O=C(Cc1n[nH]c(=O)c2ccccc12)Nc1ccccc1,3
O=C(CC1CC2CCC1C2)Nc1ccc(Br)cc1Cl (centres undefined),7
O=c1c2sccc2ncn1Cc1coc(-c2cccc(F)c2)n1,-8
NC(=O)c1ccc(OCC2CCCCC2)cc1,0
CN(C)c1ccc(C=NCCCCCCN=Cc2ccc(N(C)C)cc2)cc1,-7
C/C(=N/OC(=O)c1ccc(-c2cc(Cl)ccc2Cl)o1)c1ccccc1,-19

# Not all compounds are listed; the hit share may differ from the screen's.
